CXCR6 block: blocks human CXCR6 beta-arrestin recruitment. actives 0.36% (n = 360,000). CHO-K1 PathHunter CXCR6 beta-arrestin, luminescence. AID 602244. inhibition, % at 20 µM; in the data active = inhibition above about 34%, passing the limit was not always enough;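 also: antagonist mode with CXCL16 agonist at 10 nM final; 0% = 10 nM CXCL16 with DMSO and 100% = unstimulated wells without agonist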
Target sequence (O00574 whole entry, looked up): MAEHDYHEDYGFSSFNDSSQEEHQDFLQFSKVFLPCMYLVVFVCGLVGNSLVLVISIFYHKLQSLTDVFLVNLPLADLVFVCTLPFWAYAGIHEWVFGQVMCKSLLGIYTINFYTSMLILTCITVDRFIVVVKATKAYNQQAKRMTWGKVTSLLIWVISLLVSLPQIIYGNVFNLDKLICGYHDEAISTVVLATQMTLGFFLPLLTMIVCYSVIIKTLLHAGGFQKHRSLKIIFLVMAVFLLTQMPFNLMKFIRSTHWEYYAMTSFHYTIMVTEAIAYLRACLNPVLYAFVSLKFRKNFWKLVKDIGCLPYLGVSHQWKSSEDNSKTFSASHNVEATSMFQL
APJ antag: APJ receptor antagonism; actives 0.32% (n = 330,000); inhibition, % at 20 µM; CHO-K1 APJ beta-arrestin complementation, luminescence; AID 2521; P35414;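 active = inhibition above about 40% at 20 µM, limit read from the data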;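 also: cells challenged with 10 nM apelin-13 agonist together with compound; plate controls were apelin-13 plus DMSO wells for no effect and DMSO wells lacking apelin-13 for full effect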
Target sequence (P35414 whole entry, looked up): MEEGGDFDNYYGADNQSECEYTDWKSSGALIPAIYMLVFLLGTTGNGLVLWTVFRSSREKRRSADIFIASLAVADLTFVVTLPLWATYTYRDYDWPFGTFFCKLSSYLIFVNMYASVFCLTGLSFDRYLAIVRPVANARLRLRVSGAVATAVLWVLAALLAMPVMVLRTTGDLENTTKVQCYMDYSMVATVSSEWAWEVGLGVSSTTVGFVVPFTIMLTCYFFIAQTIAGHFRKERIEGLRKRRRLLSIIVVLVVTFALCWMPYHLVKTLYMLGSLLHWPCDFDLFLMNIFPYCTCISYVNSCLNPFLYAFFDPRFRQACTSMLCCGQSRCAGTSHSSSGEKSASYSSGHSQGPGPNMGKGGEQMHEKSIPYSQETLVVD
CCR6 antagonist: blocks CCL20-driven beta-arrestin recruitment at human CCR6; P51684; CHO-K1 CCR6 PathHunter beta-arrestin, luminescence, CCL20-stimulated; inhibition, % at 20 µM; actives 0.49% (n = 340,000);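 active = compounds whose inhibition of the agonist-driven luminescence signal at 20 µM reaches about 50%, limit read from the data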;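 also: cells stimulated with CCL20 at 14 nM final; plate controls were DMSO with CCL20 for no effect and DMSO without agonist for full effect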
UPR XBP1 act: adaptive UPR (XBP1) activation | CHO-XBP1 luciferase reporter, IRE1-XBP1 UPR activation, luminescence; percent of tunicamycin response, DMSO as zero | activation, % at 20 µM | AID 463104 | actives 0.33% (n = 330,000);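 active = versus positive control, 20 µM dose yields 30% or more activation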;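 also: 100% = tunicamycin at 10 µg/mL and 0% = DMSO only wells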
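Assay system: CHO-XBP1 luciferase reporter cells; Schedule: 6 h treatment, 37 °C; Detection: glow luminescence from Steady-Glo reagent; Benchmarks: high control tunicamycin 10 µg/mL final, low control DMSO vehicle only.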
Mdm2-MdmX inh: disrupts the human Mdm2-MdmX interaction; AID 485346; O15151+Q00987; inhibition, % at 8 µM; actives 3% (n = 330,000); SaOS-2 split-luciferase Mdm2/MdmX complementation, luminescence;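 active = inhibition of at least 50% at 8 µM in the primary screen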
APJ agonist: APJ receptor agonism | P35414 | actives 0.11% (n = 330,000) | AID 2520 | CHO-K1 APJ PathHunter beta-arrestin, luminescence; 0% DMSO wells, 100% apelin | activation, % at 20 µM;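 active = activation more than six SD over the plate average, tested at 20 µM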;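 also: 0% = DMSO alone and 100% = apelin-13 at 10 nM; some results filed as inactive read as strong as hits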
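Assay system – PathHunter CHO-K1 APJ (AGTRL-1) beta-arrestin reporter cells · Compound – one dose, 20 µM compound, 1% DMSO · Timing – compound 90 min 25 °C, reagent 1 h · Measured by – luminescence from split beta-galactosidase complementation, Galacton Star/Emerald II substrate · Measure – beta-arrestin recruitment to APJ as agonist activity, luminescent signal · Benchmarks – DMSO vs Apelin-13 10 nM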
tim23-1 inh: inhibits growth of tim23-1 mutant yeast | S. cerevisiae tim23-1 growth, BacTiter-Glo luminescence, 24 h | actives 1.3% (n = 330,000) | AID 463212 | inhibition, % at 20 µM;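 active = growth inhibition of the mutant yeast at or above 50%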;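 also: temperature-sensitive mutant grown at 25 °C; plate controls were DMSO-treated mutant yeast for no effect and medium wells lacking yeast for full effect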
UPR CHOP act: activators of apoptotic arm of unfolded protein response (CHOP) | activation, % at 10 µM | AID 449763 | actives 0.34% (n = 330,000) | CHO-CHOP luciferase reporter, UPR activation, luminescence; percent of tunicamycin response over DMSO baseline;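 active = at 10 µM dose, activation of 40% or more, normalized to positive control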;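 also: 100% = tunicamycin at 10 µg/mL and 0% = DMSO alone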
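Assay system: CHO-CHOP cells, stable luciferase reporter of PERK-eIF2a-CHOP signalling / Buffer or medium: F12 plus 10% serum / Compound dosing: one dose, 10 µM in 0.5% DMSO / Times: 6 h compound treatment, 37 °C / Technique: luciferase luminescence / Read-out: % reporter activation, DMSO baseline versus tunicamycin full activation / Benchmarks: tunicamycin and DMSO controls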
EBI2 block: EBI2 (human) antagonism; EBI2 beta-arrestin recruitment, luminescence, 7a,25-OHC stimulated; inhibition, % at 5 µM; actives 0.81% (n = 360,000); AID 651636; P32249; in the data active = inhibition above about 38%;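 also: enzyme fragment complementation signal reports receptor beta-arrestin coupling in cells; 0% = agonist plus DMSO wells and 100% = wells without agonist; some results beyond the cut were filed as inactive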
Target sequence (P32249 whole entry, looked up, the tested form may be a part): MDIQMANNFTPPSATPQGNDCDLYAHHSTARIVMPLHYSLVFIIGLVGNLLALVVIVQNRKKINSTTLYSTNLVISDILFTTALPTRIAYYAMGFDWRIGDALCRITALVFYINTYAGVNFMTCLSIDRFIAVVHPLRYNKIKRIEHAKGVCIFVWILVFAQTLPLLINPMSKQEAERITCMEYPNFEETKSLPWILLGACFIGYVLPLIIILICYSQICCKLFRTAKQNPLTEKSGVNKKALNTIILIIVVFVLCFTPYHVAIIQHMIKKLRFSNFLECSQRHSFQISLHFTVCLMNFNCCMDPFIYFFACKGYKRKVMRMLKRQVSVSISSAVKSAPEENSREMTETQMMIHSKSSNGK
* hit, by the source's call; nt = no result given. Some of the compounds tested; count on the stated rates, not on these rows.

SMILES	CXCR6 block	APJ antag	CCR6 antagonist	UPR XBP1 act	Mdm2-MdmX inh	APJ agonist	tim23-1 inh	UPR CHOP act	EBI2 block
O=C(CCc1ccc(S(=O)(=O)N2CCCCC2)cc1)c1nnc(-c2ccccc2)o1	12	2	17	-3	-10	-2	25	-2.0	-9
COc1ccc(C2=NOC(Cn3nc(C(=O)NCc4cccc(C(F)(F)F)c4)cc3-c3ccccc3)C2)cc1 (configuration not stated)	-8	-77	-5	-2	4	6	13	3.9	10
COC(=O)Cc1[nH]nc2c1C(c1cc(OC)c(OC)c(OC)c1)C(C#N)=C(N)O2 (configuration not stated)	3	-2	6	1	17	-1	5	-0.1	4
COc1ccc2c(c1)-c1ccccc1S(=O)(=O)N(C)C2	1	nt	19	2	15	nt	23	2.0	-9
O=C1NC(=S)S/C1=C/c1ccc(OC(=O)c2ccco2)cc1	4	12	14	1	0	-2	14	3.6	-21
O=C(OCc1nc2ccc(Cl)cc2n1CCO)c1ccccc1C(=O)c1ccccc1	-4	0	9	-1	21	0	15	1.9	-2
CC(C)c1nc2sc3c(SCC(=O)NCc4ccco4)ncnc3c2c2c1CCC2	8	12	26	6	-9	-3	-3	-3.0	19
Cc1ccc(CN(c2ccc(C(=O)NCc3ccccn3)cc2)S(C)(=O)=O)cc1	-1	14	3	-2	8	-1	16	-0.9	-16
CCN(CC)C(=O)[C@H]1C[C@H](CC(=O)NCCN2CCOCC2)C(=O)N2CCc3c([nH]c4cc(CCC(=O)N(C)C)ccc34)[C@]12C	2	nt	19	0	-11	nt	40	1.6	-1
COC(=O)c1c(N2C(=O)CC(Sc3ccccc3C(=O)O)C2=O)sc2c1CCCC2 (configuration not stated)	1	-9	-4	-2	0	-2	26	2.0	6
COc1ccc(OC)c(C2CC(=O)NC(SC)=C2C#N)c1 (configuration not stated)	0	-76	5	-3	4	-3	5	-1.1	-8
COc1cc(C2Nc3ccccc3NC3=C2C(=O)CC(C)(C)C3)cc(OC)c1OC(C)=O (configuration not stated)	-6	-6	10	2	-29	-3	18	5.6	-10
Cc1cccc(NNC(N)=S)c1C	-3	-13	-6	-2	-8	-1	33	-2.1	-3
COc1cccc(CN2CC(C(=O)NCc3cnn(C)c3)CCC2=O)c1 (configuration not stated)	-7	5	-15	-4	-6	9	2	1.4	-5
Cc1cc(NC(=O)Cn2nc(-c3ccccc3F)ccc2=O)ccc1-n1cnnn1	1	-23	5	-2	30	-1	1	0.0	-4
CC1(C)Cc2c(sc3c2c(=N)n(Cc2ccco2)c(=O)n3Cc2ccc(F)cc2)CO1	0	6	48	2	30	0	-2	-4.2	28
COC(=O)CCCCC(=O)OC	8	0	-12	-1	16	0	-7	-0.2	2
CC(=O)N1CCC(N(CCN2CCOCC2)C(=O)Nc2ccc(Cl)c(Cl)c2)CC1	-3	7	0	-1	8	-3	-18	-1.4	-8
CC(=O)c1cccc(NC(=S)NC(=O)Cc2ccc(Cl)cc2)c1	0	-18	12	-2	-11	0	21	4.3	-27
CCOC(=O)N1CCC(N2CCN(S(=O)(=O)c3ccc(OC)cc3)CC2)CC1	-7	7	-8	-1	2	-3	20	-0.2	3
CS(=O)(=O)N1CCc2cc(C(=O)Nc3ccc(Cl)cc3)ccc21	3	0	-7	-2	-40	1	9	2.4	1
Cc1ccc(NC(=O)CCC(=O)N2CCC(C)CC2)c([N+](=O)[O-])c1	-2	-37	0	-2	11	7	-1	1.4	4
CN1CCCN(C(c2ccccc2)c2ccc(Cl)cc2)CC1 (configuration not stated)	-2	-6	19	-6	39	-5	27	0.0	-1
COCCCn1c(=S)[nH]c2sc3c(c2c1=O)CCCS3	-2	-3	8	1	24	-1	13	-4.3	-6
CCOC(=O)N1CCN(C(=O)CN(C)S(=O)(=O)c2ccc3c(c2)c(=O)n(C)c(=O)n3C)CC1	1	9	2	1	19	-2	9	0.7	4
COc1ccc(N2CCN(C(CNC(C)=O)c3ccc4c(c3)OCO4)CC2)cc1 (configuration not stated)	-6	-53	10	-5	3	-1	11	0.4	-6
O=C(Cc1cccc2ccccc12)NNC(=O)Nc1ccc(Cl)cc1	-15	13	-12	1	-10	1	-12	3.4	-5
Cn1c(CCn2ccccc2=O)nc2cc(NC(=O)COc3ccccc3)ccc21	-7	-4	12	-3	0	5	7	2.9	8
Cc1nc2cc(F)ccc2n1C1CCN(S(=O)(=O)c2ccccc2)CC1	-8	11	0	2	-9	-2	22	-0.9	-10
CCCC(=O)NC(=S)Nc1ccc(N2CCOCC2)c(Cl)c1	-5	10	16	0	-8	-1	5	1.1	10
CCOc1ccc2nc(CN3CCN(Cc4ccccc4OCC)C(CCO)C3)ccc2c1 (configuration not stated)	2	9	-1	-8	17	-2	7	-1.9	9
COc1cc(O)c2c(c1)COC2=O	6	44*	-15	3	-21	2	13	1.6	-4
O=C(Nc1ccc(N2CCOCC2)cc1N1CCOCC1)c1cccs1	-1	8	4	3	12	-5	6	0.8	-6
COCCCNC(=S)NNC(=O)c1cc(-c2ccncc2)nc2ccccc12	14	-5	-1	-8	2	-4	13	2.9	8
Cc1ccc(-n2nc(C)c3c2OC(N)=C(C#N)C3c2ccco2)cc1 (configuration not stated)	0	12	-4	4	-9	-5	13	-0.8	6
O=C(Cc1ccccc1[N+](=O)[O-])OCc1cccc([N+](=O)[O-])c1	nt	4	nt	3	13	-5	26	0.8	nt

Record cards (already shown).
Listed for Cn1c(CCn2ccccc2=O)nc2cc(NC(=O)COc3ccccc3)ccc21 : CXCR6 block = -7; APJ antag = -4; CCR6 antagonist = 12; UPR XBP1 act = -3; Mdm2-MdmX inh = 0; APJ agonist = 5; tim23-1 inh = 7; UPR CHOP act = 2.9; EBI2 block = 8
Listed for COc1ccc(N2CCN(C(CNC(C)=O)c3ccc4c(c3)OCO4)CC2)cc1 (configuration not stated) : CXCR6 block = -6; APJ antag = -53; CCR6 antagonist = 10; UPR XBP1 act = -5; Mdm2-MdmX inh = 3; APJ agonist = -1; tim23-1 inh = 11; UPR CHOP act = 0.4; EBI2 block = -6

The listing continues.
SMILES	CXCR6 block	APJ antag	CCR6 antagonist	UPR XBP1 act	Mdm2-MdmX inh	APJ agonist	tim23-1 inh	UPR CHOP act	EBI2 block
O=C(COC(=O)CN1C(=O)C2CCCCC2C1=O)Nc1ccc(S(=O)(=O)N2CCOCC2)cc1 (configuration not stated)	4	3	3	2	9	-3	-3	-1.5	-3
CCOc1ccc(CCNC(=O)c2oc3c(c2C)-c2[nH]ncc2CC3)cc1OCC	-10	-1	5	6	8	5	20	0.7	-10
Nc1ccc(N=Nc2ccc(N)cc2)cc1	23	9	27	3	-73	-3	0	2.4	10
O=C(Nc1ccc2c(c1)oc1ccccc12)c1ccc(Br)o1	-4	15	13	-1	-46	-4	52*	7.1	1
O=C(CSc1nnc(Nc2ccccc2F)s1)NC1CCCC1	3	12	1	-1	-6	-1	13	1.2	3
CC(=O)c1ccc(NC(=O)C(C)Sc2ccccn2)cc1 (configuration not stated)	-1	-7	0	-3	-17	2	-8	2.8	1
COc1cccc(NC(=O)CSc2nc3c([nH]c4ccccc43)c(=O)n2C)c1	4	-14	-6	35*	55*	-2	-18	-1.6	9
COC(=O)c1ccc(/C=C/c2c(-c3ccc(OC)cc3)oc3ccc(N4CCOCC4)cc23)cc1	-16	-8	-1	7	33	-3	7	1.6	34
CC(Sc1nnc(C2CC2)n1C)C(=O)Nc1ccc(N2CCOCC2)cc1 (configuration not stated)	4	-34	6	2	10	-4	7	0.5	-11
Cc1nnc(SCC(=O)Nc2ccc(S(=O)(=O)Nc3ccc(Cl)nn3)cc2)s1	0	7	-16	-3	-14	-3	-1	-0.5	-11
CCN1C(=O)NC(c2ccccc2)(c2ccccc2)C1=O	1	19	-3	-2	15	-1	-5	4.0	5
COc1cc(/C=C2\SC(=Nc3ccc(Cl)c(C(=O)O)c3)NC2=O)c(Br)c(Br)c1O	12	30	25	-6	17	-5	5	-1.1	-3
Cc1ccc(C2=NN(CCC(=O)NC3CCCC3)C(=O)CC2)cc1	-1	-5	11	-5	-6	2	-14	-0.3	0
CCN(CC(=O)Nc1cccc(C#N)c1)CC(=O)Nc1cccc(OC)c1	6	6	7	-1	9	-1	2	0.3	1
COc1ccc(C(=O)NC(C)CCc2ccccc2)c(OC)c1 (configuration not stated)	1	-16	10	-4	17	-4	-1	0.1	-1
COc1ccc(/C(C)=N/NC2=NCCN2)cc1Cl	-6	8	5	5	21	0	8	0.3	-12
COc1ccc(Cl)cc1C(=O)Nc1ccccc1N1CCCCC1	1	-12	21	0	-21	-3	30	1.6	16
O=C(NC(=S)Nc1ccc2[nH]c(=O)[nH]c2c1)c1cc(Br)ccc1Cl	-3	0	-7	-6	13	1	-16	-0.7	-2
CC(=O)NC(=S)c1c(N)n(Cc2ccccc2)c(=O)n(C)c1=O	nt	21	nt	-2	20	-7	-12	-0.8	nt
O=C(NC1CCCC1)C1CCC(CNS(=O)(=O)c2cccs2)CC1 (configuration not stated)	-8	0	-11	-2	-10	1	7	2.8	-18
CCN(CC)S(=O)(=O)c1ccc(Cl)c(C(=O)OC)c1	10	-4	-3	0	-25	0	21	1.2	4
CSc1ccc(CN(C)C(=O)c2cc(Cl)c3c(c2)OCCO3)cc1	-3	26	11	2	15	-2	22	-2.0	26
CC(=O)Nc1cccc(NC(=O)COC(=O)C2CC3CCCC(C2)C3=O)c1 (configuration not stated)	-4	-5	4	-3	5	7	14	-0.5	-17
CC(C)n1c(NCCO)nc2ccccc21	0	-6	8	-1	10	-3	3	0.6	-9
O=C(Cc1c[nH]c2ccccc12)N/N=C/c1ccc(F)cc1	-12	-5	1	-1	-7	2	21	4.5	16
COc1ccc(CSc2nnc(SCc3ccc([N+](=O)[O-])cc3)s2)cc1	3	-15	-6	-1	14	0	0	-0.5	25
Cc1ccc(C(=O)Oc2ccc(C(=S)N3CCOCC3)cc2)cc1	1	12	5	14	-3	-4	-2	5.6	8
CC(=O)c1ccc(NC(=O)c2cc(CC(C)C)on2)cc1	4	7	6	5	-58	-1	13	7.0	0
CCOC(=O)C1(Cc2cccc(F)c2)CCN(C(=O)c2cnccn2)CC1	4	0	11	-1	16	3	9	-0.7	-6
C=CCSc1nnc(NC(=O)c2cn(CC)c3nc(C)ccc3c2=O)s1	0	11	-5	-2	17	-1	-26	2.6	1
Cc1ccc(C(=O)N2CCC(C(=O)NCc3ccco3)CC2)cc1	5	6	8	-3	-4	2	10	0.3	-12
Cc1ccc(NC(=O)CN(C)C(=O)c2ccc(OCc3c(C)noc3C)cc2)cc1	-2	-5	6	-2	13	-1	4	-1.9	0
